Polio RdRp inh = inhibitors of poliovirus RNA polymerase binding and polymerization; poliovirus polymerase elongation, fluorescence polarization; active compounds read low; % elongation, % (compound at 16.7 µg/mL); 150,000 compounds, 0.66% hits; in the data active means % elongation below about 90%; further: some results filed as inactive read as strong as hits
Target sequence (P03300 1749-2209 limits assumed): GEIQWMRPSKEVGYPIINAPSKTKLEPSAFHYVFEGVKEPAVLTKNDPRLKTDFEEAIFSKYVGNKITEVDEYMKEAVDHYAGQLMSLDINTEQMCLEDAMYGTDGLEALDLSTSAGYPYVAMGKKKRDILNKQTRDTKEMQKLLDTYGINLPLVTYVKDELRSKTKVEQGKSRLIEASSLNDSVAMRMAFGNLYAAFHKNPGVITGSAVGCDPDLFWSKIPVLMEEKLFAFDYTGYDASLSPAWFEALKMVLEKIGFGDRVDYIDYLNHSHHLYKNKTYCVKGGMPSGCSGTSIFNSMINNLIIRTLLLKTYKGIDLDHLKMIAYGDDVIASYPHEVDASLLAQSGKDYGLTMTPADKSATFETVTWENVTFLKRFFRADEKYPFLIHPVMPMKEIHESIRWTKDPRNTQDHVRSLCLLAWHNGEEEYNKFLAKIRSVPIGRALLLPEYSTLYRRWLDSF
Polio RdRp inh FP z-score = further read-out of Polio RdRp inh, marked with its call; z-score; measured here: FP z-score; hits read low
Numbers without * were called inactive.

SMILES	Polio RdRp inh	Polio RdRp inh FP z-score
CC(C)NC(=O)C1COc2ccccc2O1 (stereo unspecified)	110.0	1.5
COc1ccc(OC)c(NC(=O)c2cc(=O)c3c(C)cc(C)cc3o2)c1	105.0	-0.4
Cc1cccc(C(=O)Nc2ccc(N3CCC(CCN4CCOCC4)CC3)c(C(=O)O)c2)c1	103.0	-0.9
c1cc2c(cc1CNc1ccc(N3CCOCC3)cc1)OCO2	104.0	0.8
O=C(C1Cc2ccccc2CN1C(=O)c1ccccc1)N1CCN(c2ccccc2)CC1 (stereo unspecified)	103.0	0
Cc1ccccc1NC(=S)N1CCC(NC(=O)C(C)(C)C)CC1	104.0	0.8
COc1ccc(-c2cc(-c3ccccc3)c(C#N)c(S(=O)Cc3ccccc3)n2)cc1 (stereo unspecified)	99.0	-0.2
CC(O)CNC(=O)C12CC3CC(CC(C3)C1)C2 (stereo unspecified)	106.0	0.2
Cc1ccc(OC(=O)C2c3ccccc3Oc3ccccc32)cc1C	100.0	-0.5
Cc1nn(-c2ccccc2)c2[nH]c(=O)cc(C(F)(F)F)c12	101.0	-0.1
CCOC(=O)C1(C)C=C(Nc2ccc(Br)cc2)C(=O)N1c1ccccc1 (stereo unspecified)	116.0	0.8
Nc1cc(-c2ccc(Cl)cc2)nn1S(=O)(=O)c1ccccc1	103.0	1.3
COc1ccc(CNS(=O)(=O)c2ccc3c(c2)C(C)(C)C(=O)N3C)cc1OC	114.0	0.6
CC(C)P(c1ccc(C#N)cc1)C(C)C	101.0	0
CCn1c(=O)c2cc(C(=O)N(CCN(C)C)Cc3ccccc3)sc2c2ccccc21	87.0*	-1.8*
O=C(c1cccn2c(=O)c3cc(Cl)ccc3nc12)N1CCN(c2ccccc2F)CC1	96.0	-2.2
CN(C)c1ccc(/C=C/C=C2C(=O)c3ccccc3C2=O)cc1	100.0	-0.1
CN1/C(=C\C(=O)COc2ccc(C(N)=O)cc2)C(C)(C)c2ccccc21	133.0	4.2
Cc1nn(C)c(C)c1S(=O)(=O)N(CC(=O)NCCc1ccc(Cl)cc1)c1ccc(C(C)C)cc1	106.0	0.1
CN(Cc1ccccc1)C(=O)CSc1nnc(-c2ccccc2)o1	99.0	-0.5
Cc1cc(NCCN)nc2ccccc12	98.0	-0.9
O=C(c1ccco1)N1CCN(C(=O)c2cc(-c3ccc(F)cc3)no2)CC1	101.0	-0.2
O=C(Nc1ccc(F)cc1F)C1CCN(C(=O)c2cnn(-c3ccccc3)c2-n2cccc2)CC1	109.0	0.1
CC(C)(C)C(=O)Cn1nnc(-c2cccc(C(F)(F)F)c2)n1	106.0	0.6
CCN1CCN(CCCNC(=S)Nc2ccc3nc(N4CCN(C)CC4)cc(C)c3c2)CC1	100.0	-0.4
CCOc1ccc2nc(NC(=O)c3cccn(Cc4ccc(Cl)cc4)c3=O)sc2c1	108.0	0.1
CCOC(=O)C(CC)Sc1ccc2nnc(CCNS(=O)(=O)c3ccc(C)cc3)n2n1 (stereo unspecified)	111.0	0.6
COC(=O)c1c(F)c(F)c(Oc2ccc(C)cc2)c(F)c1N1CCCC1	101.0	-0.2
CSc1nnc(-c2ccc(Cl)cc2Cl)n1Cc1ccco1	109.0	1.1
COc1ccc(C(C(=O)NCc2ccccc2)N(C(=O)Cn2nnc3ccccc32)c2ccc(OC)cc2)cc1 (stereo unspecified)	106.0	-0.2
O=C(c1cc(-c2ccc(Br)cc2)n[nH]1)N1CCN(S(=O)(=O)c2ccc(Cl)s2)CC1	109.0	0.7
COc1cccc(-c2cc(C(=O)N3CCCC3)no2)c1	102.0	0.2
COc1ccc2c(c1)sc1nc(-c3ccc(C)o3)c(NC3CCCCC3)n12	100.0	-0.2
CCOc1ccc(NC(=O)CN2C(=O)C(c3ccc(Cl)cc3)=NC2(C)C)cc1	109.0	0.5
Nn1c(Cc2ccccc2F)nnc1SCC(=O)N1CCc2ccccc2C1	101.0	-0.2
O=C(c1ccccc1)N1CCN(C(=O)C2CCCCN2S(=O)(=O)c2ccccc2)CC1 (stereo unspecified)	102.0	0.2
Cc1nn(-c2ccccc2)c2c1C(C(F)(F)F)(C(F)(F)F)N=C(N(C)C)O2	102.0	0.1
CCCNC(=O)CCn1nc(-c2ccc(C)cc2)c2ccccc2c1=O	100.0	-0.5
O=C(c1cc2ccccc2oc1=O)N1CCCC1	98.0	-0.4
O=C(O)C(O)C(O)c1nc2cc3ccccc3cc2[nH]1 (stereo unspecified)	102.0	-0.3
O=c1c2ccccc2nc(SCc2ccon2)n1Cc1ccccc1	104.0	0.1
COc1cc2ccccc2cc1C(=O)N1CCCN(C)c2nc3ccccc3nc21	103.0	0
COC(=O)c1ccc(C)c(NC(=O)c2ccncc2)c1	106.0	0.1
Cc1cc(O)c(C=Nc2ccccc2C(F)(F)F)c(=O)o1	103.0	0.3
CCn1cc(C2=NOC(C(=O)N3CCCC3)C2)c(C)n1 (stereo unspecified)	100.0	-0.2
CCN(CC)S(=O)(=O)c1ccc(NC(=O)c2c(C)oc3ncnc(N4CCOCC4)c23)cc1	112.0	0.6
O=C(CSc1ncn[nH]1)N(C1CCCCC1)C1CCCCC1	101.0	-0.1
CC(C)(C)NC(=O)CSc1nc2ccccc2c(=O)[nH]1	105.0	1
CC(C)c1ccc(S(=O)(=O)N2CCN(C(=O)c3ccco3)CC2)cc1	102.0	0.2
CCOc1ccc(NC(=O)C(C)n2c(=O)cc(-c3ccccc3)c3c(C)nn(C)c32)cc1 (stereo unspecified)	108.0	0.7

(list continues)
SMILES	Polio RdRp inh	Polio RdRp inh FP z-score
Cc1ccc(S(=O)(=O)NCCNc2nccc(C(F)(F)F)n2)cc1	107.0	0.3
Cc1csc(=O)n1CC(=O)NC1CCC(C)CC1 (stereo unspecified)	104.0	0.1
NNC(=O)CSc1ccc(Cl)cc1	104.0	0.2
COc1ccccc1NC(=O)Oc1ccc2ccncc2c1	104.0	0.4
O=S(=O)(Nc1ccccc1F)c1ccc2[nH]c3c(c2c1)CCCC3	103.0	0
COC(=O)c1ccc(Cn2nnc3sc4c(c3c2=O)CCC(C)C4)cc1 (stereo unspecified)	106.0	0.3
CCOC(=O)C1C(=O)CC(C)(O)C(C(=O)OCC)C1/C=C/c1ccccc1 (stereo unspecified)	100.0	-0.4
Cn1c(=O)c2c(-c3ccc(Br)cc3)n(Cc3ccco3)cc2n(C)c1=O	101.0	-0.4
COc1ccc(NC(=O)C(NC(=O)C2CCC(C)CC2)C(C)C)cc1 (stereo unspecified)	107.0	0.7
O=C(NCCS(=O)(=O)NC1CCCCC1)c1ccccc1	108.0	0.4

In the list so far, these contain a CF3 group.
SMILES	Polio RdRp inh	Polio RdRp inh FP z-score
Cc1nn(-c2ccccc2)c2[nH]c(=O)cc(C(F)(F)F)c12	101.0	-0.1
CC(C)(C)C(=O)Cn1nnc(-c2cccc(C(F)(F)F)c2)n1	106.0	0.6
Cc1nn(-c2ccccc2)c2c1C(C(F)(F)F)(C(F)(F)F)N=C(N(C)C)O2	102.0	0.1
Cc1cc(O)c(C=Nc2ccccc2C(F)(F)F)c(=O)o1	103.0	0.3
Cc1ccc(S(=O)(=O)NCCNc2nccc(C(F)(F)F)n2)cc1	107.0	0.3

(more compounds)
SMILES	Polio RdRp inh	Polio RdRp inh FP z-score
CC1CCN(S(=O)(=O)c2ccc3c(c2)c(=O)c(C(=O)N(C)Cc2ccccc2)cn3C)CC1	98.0	-1.2
CS(=O)(=O)Nc1cc(NS(C)(=O)=O)cc(C(=O)O)c1	104.0	0.1
COc1ccc(NCc2cc3cc4c(cc3n(CC(=O)Nc3ccc(C)cc3C)c2=O)OCO4)cc1	105.0	-0.1
COCCNC(=O)C(=O)NCC(c1ccc2c(c1)OCO2)N1CCOCC1 (stereo unspecified)	100.0	-1.8
COc1ccccc1C(=O)NCc1ccc2c(c1)cc(C)n2C	105.0	2.1
O=C(O)c1cccc(N(CCO)CCO)c1	100.0	-0.5
Cc1cc(SCC(=O)NCc2ccc(F)cc2)nc(=O)[nH]1	110.0	0.7
Cc1ccc(C)c(NC(=O)C2CCCN(C(=O)c3cnn(-c4ccccc4)c3-n3cccc3)C2)c1 (stereo unspecified)	101.0	-1.2
C=CCN1C(=O)NC(=O)/C(=C\c2ccc(O)c(O)c2)C1=O	101.0	0
COC(=O)C1=C(CN2CCOCC2)NC(=O)NC1c1cccc(OC)c1 (stereo unspecified)	104.0	0.8

Quoted at random: 4 entries already listed.
SMILES	Polio RdRp inh	Polio RdRp inh FP z-score
CC1CCN(S(=O)(=O)c2ccc3c(c2)c(=O)c(C(=O)N(C)Cc2ccccc2)cn3C)CC1	98.0	-1.2
O=C(O)c1cccc(N(CCO)CCO)c1	100.0	-0.5
C=CCN1C(=O)NC(=O)/C(=C\c2ccc(O)c(O)c2)C1=O	101.0	0
COCCNC(=O)C(=O)NCC(c1ccc2c(c1)OCO2)N1CCOCC1 (stereo unspecified)	100.0	-1.8

New compounds follow.
SMILES	Polio RdRp inh	Polio RdRp inh FP z-score
COC(=O)c1sccc1S(=O)(=O)N1CCN(c2cc(Cl)ccc2C)CC1	109.0	0.7
O=C(c1cnc(N2CCOCC2)nc1)N1CCN(c2ccc(F)cc2)CC1	101.0	0.4
COCCn1c(SCC(=O)c2c(C)[nH]c3ccccc23)nc2cc(C(=O)NC(C)C)ccc2c1=O	102.0	-1
CCC(CC)C(=O)Nc1c(-c2ccccc2)nc2cc(C)ccn12	100.0	0
Cc1ccc(C)c(CN2C(=O)c3ccccc3Sc3ccc(C(=O)NCc4ccco4)cc32)c1	105.0	-1.4
CCN(CC)C(=O)Cn1c(=O)n(-c2ccc(Cl)cc2)c(=O)c2c3c(sc21)CCCCC3	109.0	1
c1ccc(-c2cc(-c3ccco3)c(-c3ccccc3)nn2)cc1	100.0	-0.2
Cc1ccc(C(=O)CSc2nnc(-c3ccccc3)n2-c2ccccc2)cc1	104.0	-0.2
COC(=O)c1sc2nc(-c3ccco3)cc(C(F)(F)F)c2c1N	86.0	-3.2
CCCCN(CC)C(=O)CSc1c2c(nc3ccc(Cl)cc13)CCCC2	104.0	0
c1ccc(CCNc2nc(-c3ccccc3)no2)cc1	104.0	1.7
FC(F)(F)c1cccc(Nc2nnnn2C2CCCC2)c1	95.0	-1.2
O=S(=O)(c1ccccc1)c1nc(Cc2ccccc2)oc1N1CCOCC1	102.0	0.2
CCOC(=O)CNC(=O)c1ccc(-c2nn(C)c(=O)c3ccccc23)cc1	104.0	0.1
CCCN(CCC)CCNC(=O)c1sc2nc3n(c(=O)c2c1C)CCCCC3	106.0	0
CCOC(=O)c1ccc(NS(=O)(=O)c2ccc3c(c2)n(C)c(=O)n3C)cc1	110.0	0.8
O=C(N/N=C/C1=C(N2CCOCC2)C(=C\c2ccccc2)/CC1)c1ccccc1	106.0	0.6
CC(C)c1nc(=S)c2cc(Br)cc(Br)c2[nH]1	105.0	0.3
COc1ccc(CNC(=O)C2=CC=CN3CCS(=O)(=O)N=C23)cc1	109.0	0.7
CN(Cc1c(F)cccc1Cl)C(=O)CN1CCN(c2ncccn2)CC1	100.0	-0.4
CCOC(c1ccccc1)c1nc2ccccc2n1CC (stereo unspecified)	101.0	0.1
CC(=O)c1ccc(N2C(=O)Nc3ccccc3S2(=O)=O)cc1	107.0	0
COC(=O)c1cc2occc2n1CC(=O)Nc1ccc(C(C)C)cc1	105.0	-0.5
CCc1nnc(NC(=O)CN(CC)CC)s1	107.0	0.5
COc1ccc(CCC(=O)NC2CC(=O)N(c3cccc(F)c3)C2)cc1 (stereo unspecified)	112.0	1.1
COc1ccc(-n2ccn(Cc3ccc(C)cc3)c(=O)c2=O)cc1OC	99.0	-1.3
CNC(=O)NC(=O)CSc1nnc(-c2ccc(C(C)(C)C)cc2)n1C	99.0	-0.8
O=C(CSc1ncc(-c2ccccc2)n1CC1CCCO1)Nc1nccs1 (stereo unspecified)	103.0	0.6
Cc1ccc2cccc(NC(=O)C(C)Oc3ccc(C)c(C)c3)c2n1 (stereo unspecified)	100.0	-1.2
CCOC(=O)c1nc(-c2ccccc2)oc1N(C)C	103.0	0
CC(C)Cc1nn2c(=O)cc(O)nc2s1	102.0	0
O=C(O)CCN=Cc1c(O)c2ccccc2oc1=O	102.0	0.3
CCc1ccc(-c2nc(SCC(=O)NC3(C#N)CCCCC3)n[nH]2)cc1	101.0	-0.2
CCc1n[nH]c2c1/C(=N\O)CC(C)(C)C2	99.0	0
COc1ccc(CC(=O)NCCc2csc(-c3ccc(C(F)(F)F)cc3)n2)cc1	110.0	0.7
CCOc1ccc(-c2cc3c(=O)n(CC(=O)NCc4ccccc4)ccn3n2)cc1	101.0	-0.7
CC(C)c1ccc(NC(=O)c2cc(S(=O)(=O)N3CCCCC3)cn2C)cc1	103.0	-0.8
O=c1c2ccccc2ncn1Cc1ccccc1	104.0	0.2
COc1cccc(C2CC(=O)Nc3c2c(=O)nc2c(C)cccn32)c1 (stereo unspecified)	104.0	0
N#Cc1c(N2C(=O)CCC2=O)sc2c1CCCC2	110.0	1
CNC(=O)c1c(NC(=O)c2cc(=O)c3ccccc3o2)sc2c1CCC2	112.0	1
N#CCCn1cc(CO)c(-c2ccc(F)cc2)n1	102.0	0.1
CCOc1ccc(-c2cnc(NCc3cccc(Cl)c3)n2C)cc1	103.0	-0.1
N#CC1=C(N)OC2=C(C(=O)CCC2)C1CCc1ccccc1 (stereo unspecified)	101.0	-0.1
CCc1ccc(-n2c(C)ccc2C)cc1	104.0	1.4
Cc1ccc(NC(=O)CN(C)C(=O)CSc2n[nH]c(=O)n2Cc2ccccc2)cc1	99.0	-0.4
COc1ccc(CNC(=S)NCCO)cc1	101.0	-0.2
CCOc1cc2oc(=O)c3c(c2cc1Cl)CCC3	102.0	0.1
O=C1NC(c2ccccn2)Nc2sc3c(c21)CCCC3 (stereo unspecified)	101.0	0
O=c1ccc2ccc(O)cc2o1	95.0	-0.9
CC1CC(CC(=O)NNc2nc(-c3ccccc3)cs2)C(=O)O1 (stereo unspecified)	106.0	1
CC(C)(C)C(=O)Nc1cc(-c2cccc(Br)c2)nn1-c1ccccc1	113.0	1.3
COc1cccc(-c2cc(C(=O)Nc3cnn(C45CC6CC(CC(C6)C4)C5)c3)on2)c1	101.0	-0.6

Bioassay records: PubChem BioAssay, ICCB-Longwood Screening Facility, Harvard Medical School

These rows are one share of the data. The share of hits here may be higher or lower than overall.
